Bioassay records from PubChem.
HePTP inh: inhibitors of human HePTP phosphatase, primary screen, biochemical, absorbance, leukemia target. recombinant HePTP phosphatase activity, OD absorbance. inhibition, % at 20 µM. actives 0.64% (n = 110,000); in the data active = inhibition above about 50%;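 note: plate controls were vehicle for no effect and reference inhibitor for full effect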
Target sequence (P35236 whole entry, looked up): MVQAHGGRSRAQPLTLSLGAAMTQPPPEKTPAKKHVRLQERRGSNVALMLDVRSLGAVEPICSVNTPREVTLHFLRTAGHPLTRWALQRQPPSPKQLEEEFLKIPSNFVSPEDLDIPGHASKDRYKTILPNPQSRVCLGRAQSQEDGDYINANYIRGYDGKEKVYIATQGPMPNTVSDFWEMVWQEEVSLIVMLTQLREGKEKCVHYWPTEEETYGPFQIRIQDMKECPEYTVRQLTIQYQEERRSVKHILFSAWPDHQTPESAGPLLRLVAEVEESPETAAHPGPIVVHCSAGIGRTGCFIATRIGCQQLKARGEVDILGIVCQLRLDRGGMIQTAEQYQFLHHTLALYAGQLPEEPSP
BAP1 inh: inhibitors of BAP1 deubiquitinase, primary screen, biochemical, Ub-AMC fluorescence, kinetic. activity remaining (% of control), % at 20 µM. recombinant BAP1, Ub-AMC hydrolysis fluorescence kinetic; stronger effect = lower value. actives 0.48% (n = 72,000);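 active = activity remaining at or below 50% of control, provided the compound also passes the data quality filters; inactive = the rest, including low values that fail the filters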;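 note: 100% = DMSO wells rate and 0% = substrate alone blank rate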
Target sequence (Q92560 whole entry, looked up): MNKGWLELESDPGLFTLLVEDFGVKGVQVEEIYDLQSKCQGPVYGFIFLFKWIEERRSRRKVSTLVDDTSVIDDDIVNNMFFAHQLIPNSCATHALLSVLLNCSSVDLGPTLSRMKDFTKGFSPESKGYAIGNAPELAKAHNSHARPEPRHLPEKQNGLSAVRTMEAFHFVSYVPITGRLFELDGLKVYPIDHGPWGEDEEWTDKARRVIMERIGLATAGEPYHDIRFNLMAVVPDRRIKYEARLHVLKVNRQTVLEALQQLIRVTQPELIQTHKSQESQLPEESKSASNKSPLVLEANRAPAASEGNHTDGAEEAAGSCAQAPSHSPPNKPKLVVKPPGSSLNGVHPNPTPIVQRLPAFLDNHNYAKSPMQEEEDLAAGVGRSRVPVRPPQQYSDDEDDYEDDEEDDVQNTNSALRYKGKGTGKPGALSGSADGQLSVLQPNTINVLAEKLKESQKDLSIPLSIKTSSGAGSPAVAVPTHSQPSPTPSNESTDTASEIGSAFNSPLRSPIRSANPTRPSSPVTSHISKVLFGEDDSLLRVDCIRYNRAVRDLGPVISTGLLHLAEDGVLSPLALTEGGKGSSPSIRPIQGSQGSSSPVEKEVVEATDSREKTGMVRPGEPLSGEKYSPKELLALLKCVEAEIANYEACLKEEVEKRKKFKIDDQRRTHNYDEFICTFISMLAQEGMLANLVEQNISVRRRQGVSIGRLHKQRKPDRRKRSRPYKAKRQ
* marks the source's active call; other numbers are inactive results; / = no result given; & = joins results of further samples.

canonical_smiles | HePTP inh | BAP1 inh
Cc1noc(C)c1CSc1nnc(-c2ccccc2)n1Cc1ccco1 | 4.3 | 101.8
COc1ccc(-c2cc(C(F)(F)F)n3nc(C(=O)N4CCCCC4)c(Br)c3n2)cc1 | 0.3 | /
Cc1ccc2c(c1)c1c3n2CCCNC3CCC1 (stereo not drawn) | 1.4 | 104.9
COc1cc2cc(CN(CCN3CCCC3)C(=O)Nc3ccccc3Cl)c(=O)[nH]c2cc1OC | -0.9 | 60.3
COc1ccccc1NC(=O)CSc1nc2ccccc2c(=O)n1CCNC(C)=O | -6.0 | 154.0
O=C1Nc2ccccc2C1=Nc1ccc(Br)cc1 | 7.0 | /
CCOC(=O)C(C#N)C1(c2ccc(F)cc2)CCOC(C)(CC)C1 (stereo not drawn) | 4.6 | /
CCN(CC)C(=O)Cn1c(O)c(N=NC(=O)c2ccc(C(C)(C)C)cc2)c2ccccc21 | 3.7 | /
CCOC(=O)C(CCOc1cc(C)c(Cl)c(C)c1)C(=O)OCC | -11.2 | /
COc1cccc(N2CCN(Cc3coc4c(Cl)cc(Cl)cc4c3=O)CC2)c1 | 7.3 | 81.7
CCCCN(C)C(=O)CCCCn1c(=O)[nH]c2cc(OCC)c(OCC)cc2c1=O | -5.5 | 67.0
C=C(C)Cn1c(SCC(=O)NN)nnc1-c1ccc(Br)cc1 | -2.8 | /
O=C(/C=C/c1cccs1)NCCN1CCOCC1 | 12.3 | /
O=C(CSc1ncn(-c2ccccc2)n1)N1CCc2ccccc21 | 10.2 | 88.8
O=C(Oc1cccc2cccnc12)c1cccs1 | 9.0 | 106.2
COc1cccc(-c2nnn(CCC(=O)O)n2)c1 | 5.9 | 99.4
O=C(CSc1nnc(COc2ccc(Cl)cc2)o1)N1CCN(c2ccccc2)CC1 | -3.0 | 80.2
COc1ccc(/C=C2\NC(=S)N(c3ccccc3)C2=O)cc1OC | -15.3 | /
CCOC(=O)c1c[nH]n(-c2nc(-c3ccccc3)cs2)c1=O | 3.3 | /
COc1cc(C(=O)Nc2ccc(Cc3ccncc3)cc2)cc(OC)c1OC | 5.6 | /
Cc1ccc(C(=O)N/C(=C/c2ccccc2F)C(=O)NN)cc1 | 1.7 | /
CC(=O)Nc1ccc(NC(C)=O)s1 | 7.3 | 103.1
CC1CCc2c(nc3ncnn3c2N2CCN(c3ccccc3F)CC2)C1 (stereo not drawn) | 0.9 | 89.4
COc1cc(C(Nc2ccccn2)c2ccc3ccc(C)nc3c2O)cc(OC)c1O (stereo not drawn) | 8.0 | 78.1
CCN(CC)CCN1C(=O)C(=O)/C(=C(/O)c2ccc(C)cc2)C1c1cccnc1 (stereo not drawn) | 8.7 | 99.4
Fc1ccc(Cn2nnnc2CN2CCN(C3CCCCC3)CC2)cc1 | 1.9 | 78.4
O=C(O)c1cc(NC(=O)c2ccc(Br)cc2)cc(C(=O)O)c1 | 11.6 | /
Clc1ccc(/C=N/Nc2nccs2)c(Cl)c1 | -23.3 | /
CC(C)(C)c1ccc(OCC(=O)N2CCC(Cc3ccccc3)CC2)cc1 | -0.4 | /
CC(=O)C1=C(O)C(=O)N(CCN(C)C)C1c1ccc([N+](=O)[O-])cc1 (stereo not drawn) | 8.1 | /

Four successive entries out of the list so far:
canonical_smiles | HePTP inh | BAP1 inh
Cc1ccc2c(c1)c1c3n2CCCNC3CCC1 (stereo not drawn) | 1.4 | 104.9
COc1cc2cc(CN(CCN3CCCC3)C(=O)Nc3ccccc3Cl)c(=O)[nH]c2cc1OC | -0.9 | 60.3
COc1ccccc1NC(=O)CSc1nc2ccccc2c(=O)n1CCNC(C)=O | -6.0 | 154.0
O=C1Nc2ccccc2C1=Nc1ccc(Br)cc1 | 7.0 | /

Other records follow:
canonical_smiles | HePTP inh | BAP1 inh
CCCCS(=O)(=O)C(=C(Nc1ccc(OC)cc1)Nc1ccc(OC)cc1)S(=O)(=O)CCCC | 0.1 | /
Nc1nc(-c2cccc(NS(=O)(=O)c3ccccc3)c2)cs1 | 12.7 | 106.8
CCc1nnc(NCC(=O)N2CCc3ccccc32)s1 | 1.1 | 61.1
CC1CCCCC1NC(=O)Cn1ncc2ccccc21 (stereo not drawn) | 7.4 | 85.3
O=C(CC(C(=O)N1CCc2ccccc21)n1ccnc1)N1CCc2ccccc2C1 (stereo not drawn) | -7.5 | 99.8
O=C1CC(N2CCN(Cc3ccc4c(c3)OCO4)CC2)C(=O)N1Cc1ccc(Cl)cc1 (stereo not drawn) | 6.6 | /
CC(=O)c1c(C)[nH]c(C(=O)NCCN2CCC(C)CC2)c1C | 5.0 | 103.1
Cc1ccc(N2NC(=O)/C(=C\c3ccc(Br)cc3)C2=O)cc1 | 9.1 | /
CCc1ccc(OCc2ccc(C(=O)NCc3ccccn3)o2)cc1 | -9.9 | 95.2
CC(C)c1ccc(/C=C/C(=O)Nc2ccc(C(N)=O)cc2)cc1 | 103.6* | /
COc1ccc(C2CC(=O)C3=C(C2)Nc2ccccc2NC3c2ccc(OC(F)(F)F)cc2)cc1 (stereo not drawn) | -3.5 | /
CC(C)(C)c1cc(C(=O)N/N=C/c2ccc(F)cc2)n[nH]1 | -7.7 | /
C=CCNC(=O)CN(c1ccc(Oc2ccccc2)cc1)S(C)(=O)=O | 3.4 | /
CCCOc1cc(OCCC)c(C#CCN2CCCCC2)cc1C#CCN1CCCCC1 | 11.5 | /
COc1ccc(NC(=O)O/N=C\c2ccc(Br)cc2)cc1 | 8.0 | /
CCOC(=O)C1=C(C)NC(=O)CC1c1ccccc1F (stereo not drawn) | -14.5 | 131.5
COC(=O)c1ccc(Oc2nc3c(c(=O)n(C)c(=O)n3C)n2CCC(C)C)cc1 | 2.2 | 86.6
Cc1ccc(C)n1-n1cnc2sc3c(c2c1=O)CCCC3 | -13.9 | /
CCCS(=O)(=O)c1c(S(=O)(=O)CCC)c2cc(CC)ccn2c1C(=O)OC | 7.9 | /
O=C(O)c1ccccc1C(=O)c1ccc2c3c(cccc13)CC2 | 11.0 | /
CC(C)COc1cccc(C(=O)Nc2ccc(S(=O)(=O)N3CCOCC3)cc2)c1 | -4.8 | 110.1
CCSc1nnc(NC(=O)CSc2nc3c(c(=O)n2C)SC(C)C3)s1 (stereo not drawn) | / | 96.8
CCOc1cccc(C2Nc3ccccc3NC3=C2C(=O)CC(c2ccc(OC)cc2)C3)c1 (stereo not drawn) | 2.6 | /
COc1ccc(OC)c(C2C(C(=O)c3cccs3)=C(O)C(=O)N2CCN(C)C)c1 (stereo not drawn) | -0.9 | 85.3
Cc1c(C(=O)Nc2nnc(C(F)(F)F)s2)oc2ccccc12 | 13.0 | 82.4
Cc1ccc(CNC(=O)C2c3ccccc3C(=O)N(C)C2c2c[nH]c3ccccc23)o1 (stereo not drawn) | 5.1 | 108.8
O=C1CCCC2=C1C(c1ccc([N+](=O)[O-])cc1)Nc1ccc(C(=O)c3ccccc3)cc1N2 (stereo not drawn) | 8.9 | /
O=C(O)CCCC(=O)NCCC(c1ccccc1)c1ccccc1 | -10.1 | /
COCCNC(=O)c1ccc2ccccc2n1 | 7.9 | 106.3
COC(=O)C1=C(C(=O)OC)N(c2ccccc2)/C(=C2/C(=S)C(C)(C)Nc3ccccc32)S1 | -1.0 | /
CC1=C(C(=O)OCc2ccccc2)C(c2ccc(O)c([N+](=O)[O-])c2)C2=C(CC(c3ccccc3)CC2=O)N1 (stereo not drawn) | 3.5 | /
Cc1ccc(SCc2nc(-c3ccccc3)no2)cc1 | -6.4 | 92.6
CCOC1OC2C(CO)OC(n3cnc4c(N)ncnc43)C2O1 (stereo not drawn) | 2.3 | 105.6
CC1CC(C(F)(F)F)n2ncc(C(=O)O)c2N1 (stereo not drawn) | 2.9 | 117.0
CCCOc1ccc([C@@H]2C3CN(C(=O)OCC)CC=C3C(C#N)=C(N)C2(C#N)C#N)cc1OC (stereo partly drawn) | -9.7 | 82.5
O=C(COc1ccccc1)Nc1cccc(-c2nnc(-c3ccccc3)o2)c1 | -15.5 | 42.0*
c1cc2nncn2nc1N1CCCC1 | 3.6 | 102.1
COc1ccc(NC(=O)Nc2nnc(-c3ccc(OC)c(OC)c3)s2)cc1 | -13.6 | /
Cc1[nH][nH]c(=O)c1C(c1ccccc1F)C(C#N)C#N (stereo not drawn) | -9.2 | /
Cc1c(Cl)cccc1NC(=O)c1cc2nc(-c3cccs3)cc(C(F)(F)F)n2n1 | 3.9 | /
O=C(c1ccc(F)cc1)N1CCN(c2ccc(Cl)cc2[N+](=O)[O-])CC1 | -1.4 | /
O=C(NC1CCCC1)c1nn2c(c1Cl)NC(c1ccccc1)CC2C(F)(F)F (stereo not drawn) | / | 81.1
COc1ccc(OC)c(C=Cc2[nH]c(=O)[nH]c(=O)c2[N+](=O)[O-])c1 | / | 115.2
Cc1ccc(/C=C2\C(=O)NC(=O)N(Cc3ccccc3)C2=O)o1 | -8.0 | /
CCn1c2ccccc2c2cc(CN3CCN(Cc4cc(OC)ccc4O)CC3)ccc21 | -8.8 | /
COC(=O)c1cc2ccccc2oc1=O | / | 92.7
Cc1nc(NCc2ccco2)c(C#N)c2c1COC(C)(C)C2 | -2.4 | 115.9
CC(CCc1ccccc1)NC(=O)C1(c2ccccc2)CCOCC1 (stereo not drawn) | -12.7 | /
Cc1cc2cc(CN(Cc3cccs3)Cc3nnnn3CC3CCCO3)c(=O)[nH]c2cc1C (stereo not drawn) | 6.8 | 75.8
CCOC(=O)C1=C(C)N=c2s/c(=C\c3ccc(O)c(OC)c3)c(=O)n2C1c1cccc(OC)c1 (stereo not drawn) | -5.5 | /
CCOC(=O)N1CCC(NS(=O)(=O)c2ccc3c(c2)C(C)(C)C(=O)N3C)CC1 | -5.2 | 80.7
CCC(CC)C(=O)Nc1c2cnn(-c3ccccc3)c2nc(=O)n1-c1ccccc1 | -7.1 | /
CC1Cc2ccccc2N1C(=O)c1cnc2ccccn2c1=O (stereo not drawn) | -3.5 | 77.7
Cc1ccc(C2C(C(=O)OC(C)C)C(=O)CC(C)(O)C2C(=O)OC(C)C)cc1 (stereo not drawn) | 5.4 | /
COc1ccccc1CNc1nc2nc3c(c(=O)n2[nH]1)CCC3 | -6.7 | 102.3
Cc1[nH]c2c(ccc3ccccc32)c(=O)c1CN1CCOCC1 | -5.8 | /
CN(CC(=O)NCc1ccco1)S(=O)(=O)c1ccc2c(c1)n(C)c(=O)c(=O)n2C | 9.7 | 90.9
COc1ccc(Nc2nc(N3CCCC3)c3ccccc3n2)cc1 | 10.4 | /
NNC(=O)CCNS(=O)(=O)c1ccc([N+](=O)[O-])cc1 | -12.1 | /
COCCCNC(=O)c1ccccc1NS(=O)(=O)c1ccc(C)cc1 | 4.7 | 87.0

Later entries
canonical_smiles | HePTP inh | BAP1 inh
COCCn1c(C)cc(C(=O)COC(=O)c2cc3c(s2)CCC3)c1C | 4.5 | /
CC[C@@H](C)[C@H](NS(=O)(=O)c1ccc(C)cc1)C(=O)N1CCC(C(=O)NCC(=O)O)CC1 | 1.3 | 87.2
CC1=C(C(=O)Nc2ccc(Cl)cc2)C(c2ccccc2F)NC(=O)N1 (stereo not drawn) | -9.4 | /
COC(=O)c1ccccc1NC(=O)CSc1ncn[nH]1 | 8.3 | /
Cc1ccc(/C=N/NS(=O)(=O)c2ccc(Cl)cc2)cc1 | 3.6 | /
CC(=O)c1cnc(Nc2nc(C)c3cccc(C)c3n2)nc1C | 7.8 | 104.7
O=C(Nc1cccc(C(F)(F)F)c1)C1CCCN(S(=O)(=O)c2cnc[nH]2)C1 (stereo not drawn) | -2.4 | 142.3
CCCCC(=O)Nc1ccc(C(N)=O)cc1 | 9.0 | 62.2
CC1CCCCN1C(=O)Cn1c(=O)oc2ccccc21 (stereo not drawn) | -6.4 | 95.1
Cc1cc(C)n(S(=O)(=O)c2ccc(Cl)c(Cl)c2Cl)n1 | 3.6 | 84.9
CC(C)(C)C(=O)COc1ccc2ccc(=O)oc2c1 | 5.7 | /
CCCCc1ccc(NC(=O)CSC2=C(C#N)C(c3ccco3)C3=C(CCCC3=O)N2)cc1 (stereo not drawn) | 3.5 | /
Clc1ccc(N2CCN(N=Cc3cccc(Br)c3)CC2)cc1 | -0.4 | /
CC(Nc1cc(N2CCN(CCO)CC2)ccc1[N+](=O)[O-])C12CC3CC(CC(C3)C1)C2 (stereo not drawn) | 9.1 | /
COc1ccc(CCNC(=O)c2ccc(Cl)cc2)cc1OC | 9.3 | /
Oc1cc2ccccc2cc1-c1n[nH]c(=S)o1 | 8.9 | 73.4
COc1ccccc1-c1cc(C(F)(F)F)nc(S(=O)(=O)CCCC(=O)N2CCCCC2C)n1 (stereo not drawn) | -5.5 | /
COC(=O)c1c(-c2ccc(F)cc2)csc1NC(=O)c1ccco1 | 5.3 | /
O=C(c1cccc(C#Cc2ccccc2)c1)N1CCN(c2ccccc2F)CC1 | -23.3 | /
CCn1c(Cn2nnc(-c3ccccc3)n2)nnc1SCc1ccc(Cl)c(Cl)c1 | 1.2 | /
Cc1ccc(OCCSc2nnc(NC(=O)c3ccco3)s2)cc1 | 0.8 | 86.4
COc1ccc(NC(=O)c2c(-c3ccccc3Cl)noc2C)c(OC)c1 | 5.5&5.7 | 122.9
CCOC(=O)N1CCN(C(=O)c2cc3c(=O)n(C)c4ccccc4c3n2C)CC1 | 2.6 | 97.6
Cc1cc2c(c(=O)o1)C(Cc1ccccc1)C(C#N)=C(N)O2 (stereo not drawn) | 8.7 | 50.9
CCN(Cc1ccccc1)S(=O)(=O)c1nc2nc(C)c(C)c(C)n2n1 | -14.8 | 88.8
O=C(Cn1cc(C(=O)c2cccs2)c2ccccc21)NCc1ccc2c(c1)OCO2 | -1.9 | 69.0
Cc1oc(C(C)(C)C)cc1C(=O)Nc1ccc(O)c(C(=O)O)c1 | 7.2 | /
N#Cc1c(F)cccc1N1CCOCC1 | -3.9 | 97.0
CCCc1cc(C(=O)Nc2cc(OC)c(Cl)cc2OC)no1 | -2.7 | 102.8
O=C(CSc1nc2ccsc2c(=O)n1Cc1ccccc1)NCc1ccco1 | 0.9 | 94.0
O=C(O)CCC(=O)Nc1ccccc1C(=O)Nc1ccccc1 | 9.3 | /
